Bioassay records as filed in PubChem.
AI-2 QS mod = Vibrio harveyi AI-2 quorum sensing modulators, primary screen, JMH597 strain, luminescence/OD600 ratio; 300,000 compounds, 0.4% hits; Vibrio harveyi JMH597 AI-2 luminescence/OD600 ratio, 9 h; active compounds read low; strain lacks LuxN and CqsS sensors; 0 = neutral-control median; AID 2094, 2009; activity change, % at 7.5 µM; in the data active = activity change below about -75%, passing the limit was not always enough;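 also: luminescence divided by OD600 gain over 9 h not by final OD600 alone; inactives centre near 13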
HSF1 inh = HSF1 inhibitors in luciferase reporter cells, primary screen, cell-based, NIH3T3, luminescence; activity change, negative = inhibition, % at 7.5 µM (by protocol); NIH3T3-HGL HSE-luciferase, MG132-induced, luminescence 8 h; active compounds read low; AID 2098, 2009; 300,000 compounds, 0.77% hits;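 active = more than half of replicate wells show activity change below -50%, luminescence cut by over half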;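 also: luciferase reports HSF-1 transcriptional activity via heat shock element; 0% = median of DMSO wells and -100% = zero luminescence signal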
KLF5 inhibitor = KLF5 expression inhibitors, primary screen, DLD-1 cells, luminescence; DLD-1 KLF5 promoter-luciferase reporter; inhibition, % at 5 µM; 290,000 compounds, 0.23% hits; AID 1700, 2009;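 active = inhibition above a per-plate limit of that plate's mean compound inhibition plus 3 SD, cut at about 60% in these data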;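 also: 0% = DMSO wells and 100% = LY294002 at 200 µM; higher means less KLF5 promoter-driven luciferase light; inactives centre near -14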
aSyn UTR inh = MLPCN primary screen, SNCA 5' untranslated region; alpha-synuclein 5'UTR reporter, inhibitor activity; inhibition, % (tested at 7.5 µM); 300,000 compounds, 0.82% hits; AID 1813, 2009; in the data active = inhibition above about 60%;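 also: H4 neuroglioblastoma cells stably carrying SNCA 5'UTR luciferase fusion; 0% = DMSO wells and 100% = positive control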
HSF1 activator = HSF-1 activators, primary screen, NIH3T3-HGL cells, MG132 stress, luminescence, single point | NIH3T3-HGL HSF-1 luciferase reporter, 8 h; 100% = twice DMSO control signal | activation, % at 9 µM | 300,000 compounds, 1.7% hits;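 active = mean replicate activation of at least 50% with a set share of replicates each reaching 50%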;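 also: 0% = median of the neutral control wells and 100% = twice that signal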
IEC-6 cytotox = cytotoxicity in IEC-6 intestinal epithelial cells, primary screen, cytotoxicity control for KLF5 inhibitor project, cell-based, luminescence; IEC-6 cytotoxicity, luminescence viability; inhibition, % at 5 µM; 290,000 compounds, 0.78% hits; AID 1825, 2009; in the data active = inhibition above about 22%;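 also: 0% = plate median of test compound wells and 100% = cytotoxic reference compound wells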
PolyA inhibitor = polyadenylation inhibitors in yeast reporter cells, primary screen, luminescence, S. cerevisiae. calls only at 12 µM. 300,000 compounds, 0.02% hits. S. cerevisiae SKY197-pL101 polyadenylation reporter, beta-gal luminescence; efflux-impaired pdr1/pdr3 knockout yeast; score 100 = 6 SD above DMSO;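 active = lowest replicate activity score at least 50, where 100 means six control SD above control mean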;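 also: yeast exposed to compound for 9 h at 30 °C; higher score means more reporter readthrough which indicates perturbed polyadenylation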
HSP90 inh = HSP90 inhibitors, primary screen, cell lysate, luminescence; inhibition, % at 5.6 µM; AID 1789, 2009; 290,000 compounds, 0.91% hits; Rabbit reticulocyte lysate, luciferase refolding luminescence, 3 h; Heat shock protein HSP 90 (rabbit reticulocyte lysate; luciferase refolding);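 active = inhibition above the screen-wide mean plus 3 SD, computed separately per campaign, cut at about 16% in these data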;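 also: 0% = DMSO wells and 100% = 60 µM geldanamycin wells; inhibitors lower the luminescence because luciferase stays unfolded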
GSK3 alpha inh = blockers of GSK3A enzyme activity – biochemical, luminescence, cell-free homogeneous, HTS, primary screen; Glycogen synthase kinase-3 alpha (Homo sapiens), P49840; GSK-3 alpha kinase, ADP-Glo luminescence, 60 min; inhibition, % at 10 µM; 320,000 compounds, 0.1% hits; AID 2650, 2010;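 in the data active = inhibition above about 50%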;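 also: GST-tagged GSK-3 alpha with peptide substrate and 25 µM ATP; 0% = DMSO neutral wells and 100% = GW8510 positive control wells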
Target sequence (P49840 whole entry, looked up): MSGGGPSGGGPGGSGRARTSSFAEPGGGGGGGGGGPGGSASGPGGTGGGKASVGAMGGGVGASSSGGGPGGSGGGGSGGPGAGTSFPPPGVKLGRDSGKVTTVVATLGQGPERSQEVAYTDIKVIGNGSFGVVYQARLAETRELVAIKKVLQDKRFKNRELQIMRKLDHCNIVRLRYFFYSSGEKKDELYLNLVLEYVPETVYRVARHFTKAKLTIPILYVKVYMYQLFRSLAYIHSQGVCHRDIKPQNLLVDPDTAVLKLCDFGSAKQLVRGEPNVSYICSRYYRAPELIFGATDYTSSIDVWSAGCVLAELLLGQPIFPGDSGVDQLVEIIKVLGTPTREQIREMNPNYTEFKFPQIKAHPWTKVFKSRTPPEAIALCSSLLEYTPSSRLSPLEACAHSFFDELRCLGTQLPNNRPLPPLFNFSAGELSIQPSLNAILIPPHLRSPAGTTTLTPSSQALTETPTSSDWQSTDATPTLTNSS
GSK3beta inhib = human GSK3beta kinase inhibitors, primary screen, biochemical, cell-free homogeneous, HTS; activity score (negative = inhibition), % at 10 µM; GST-GSK3beta kinase, ADP-Glo luminescence, 60 min; active compounds read low; Glycogen synthase kinase-3 beta (Homo sapiens), P49841; AID 2097, 2009; 300,000 compounds, 0.038% hits;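 active = more than half of replicate wells score below -50%, meaning over 50% inhibition versus plate controls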;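 also: 0% = median DMSO wells and -100% = median GW8510 positive control wells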
Target sequence (P49841 whole entry, looked up): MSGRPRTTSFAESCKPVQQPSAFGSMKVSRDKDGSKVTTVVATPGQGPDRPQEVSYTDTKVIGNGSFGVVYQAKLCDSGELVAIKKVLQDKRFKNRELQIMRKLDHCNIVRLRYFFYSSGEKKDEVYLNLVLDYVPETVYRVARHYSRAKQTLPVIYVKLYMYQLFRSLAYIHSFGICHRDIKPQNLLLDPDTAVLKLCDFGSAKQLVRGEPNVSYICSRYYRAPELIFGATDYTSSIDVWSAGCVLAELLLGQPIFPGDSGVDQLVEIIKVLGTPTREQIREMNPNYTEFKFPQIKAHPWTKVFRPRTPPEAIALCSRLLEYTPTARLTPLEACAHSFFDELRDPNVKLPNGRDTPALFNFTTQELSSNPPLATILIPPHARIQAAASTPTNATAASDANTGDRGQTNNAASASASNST
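test system = GST-tagged human GSK3beta kinase, cell-free | reagent = 25 µM ATP with peptide substrate | dosing = one dose of 10 µM per compound | schedule = 60 min reaction, RT | detection = luminescent ADP-Glo measurement of ADP formed | control set = DMSO neutral wells and GW8510 at 20 µM as positive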
* hit, by the source's call; i = inactive; / = not tested or not shown; & = joins results of further samples. Not all compounds are listed (hit frequency here may not be typical).

SMILES	AI-2 QS mod	HSF1 inh	KLF5 inhibitor	aSyn UTR inh	HSF1 activator	IEC-6 cytotox	PolyA inhibitor	HSP90 inh	GSK3 alpha inh	GSK3beta inhib
CC(C)CN(CC(C)C)C(=O)Nc1cccc([N+](=O)[O-])c1	5	1	-3	-12	-1	-4	i	1	-2	6
COc1ccc(-c2cn(-c3ccccc3)c(=S)[nH]2)cc1OC	1	24	-84	-100	45	4	i	6	-3	-1
CCOC(=O)c1cccc(NC(=O)CN(c2ccc(C)cc2)S(=O)(=O)c2c(C)noc2C)c1	2	-1	-1	15	12	-3	i	-1	0	-1
Nc1ccccc1S(=O)(=O)c1ccccc1N	28	-1	1	23	17	-1	i	0	-3	1
COc1ccc(C(=O)NC2c3ccccc3-c3ccccc32)cc1	21	3	-14	3	-6	-5	i	-4	-5	2
COc1ccc(OCC(=O)N/N=C(\C)c2cccs2)cc1	9	4	-25	-19	5	-1	i	1	0	-3
COc1ccc(NC(NC(=O)c2ccc(OC)cc2)C(Cl)(Cl)Cl)cc1 (stereo unspecified)	2	7	6	12	-2	-7	i	3	-4	4
Cc1cc(=O)n(C2CCS(=O)(=O)C2)[nH]1 (stereo unspecified)	6	0	-14	25	16	-6	/	14	-2	4
CC(=O)OC(C(=O)NC1CCCCC1)c1ccc(C)cc1 (stereo unspecified)	-11	3	-26	4	-1	-4	i	1	0	2
CCSc1nnc2ccc(-c3ccc(C)cc3)nn12	2	5	-39	7	13	18	i	0	-1	-2

Compounds above that have nitrogen in an aromatic ring (four):
SMILES	AI-2 QS mod	HSF1 inh	KLF5 inhibitor	aSyn UTR inh	HSF1 activator	IEC-6 cytotox	PolyA inhibitor	HSP90 inh	GSK3 alpha inh	GSK3beta inhib
COc1ccc(-c2cn(-c3ccccc3)c(=S)[nH]2)cc1OC	1	24	-84	-100	45	4	i	6	-3	-1
CCOC(=O)c1cccc(NC(=O)CN(c2ccc(C)cc2)S(=O)(=O)c2c(C)noc2C)c1	2	-1	-1	15	12	-3	i	-1	0	-1
Cc1cc(=O)n(C2CCS(=O)(=O)C2)[nH]1 (stereo unspecified)	6	0	-14	25	16	-6	/	14	-2	4
CCSc1nnc2ccc(-c3ccc(C)cc3)nn12	2	5	-39	7	13	18	i	0	-1	-2

The listing continues.
SMILES	AI-2 QS mod	HSF1 inh	KLF5 inhibitor	aSyn UTR inh	HSF1 activator	IEC-6 cytotox	PolyA inhibitor	HSP90 inh	GSK3 alpha inh	GSK3beta inhib
NC(=O)CC(NC(=O)c1ccccc1)c1ccc(N2CCN(c3ccccc3)CC2)c([N+](=O)[O-])c1 (stereo unspecified)	9	12	-10	17	22	0	i	-3	-1	3
CCCC1CCC(=C(C#N)C(N)=O)CC1 (stereo unspecified)	20	5	-3	6	0	2	i	-1	-1	4
Fc1ccc(CN2C3=NCCN3c3ccccc32)cc1	17	-2	-8	18	-4	-2	i	-3	3	-3
O=C(Oc1ccc(-c2nnco2)cc1)N(c1ccccc1)c1ccccc1	9	1	-7	-3	4	-1	i	2	-1	-2
Cc1nn(-c2ccccc2)c(Cl)c1C1C(C#N)=C(N)Oc2n[nH]c(C)c21 (stereo unspecified)	28	7	-7	-9	13	-6	i	0	9	-4
Cc1[nH]c(=O)[nH]c(=O)c1NS(=O)(=O)c1ccc2c(c1)CCCC2	8	-1	-35	0	-17	1	i	3	0	-1
O=C(c1ccccc1NS(=O)(=O)c1cccs1)N1CCCC1	32	0	-13	-12	-11	-4	i	-6	-1	-1
CC(=O)c1c(C)[nH]c(C(=O)Nc2ccc(C)c(S(=O)(=O)N(C)C)c2)c1C	0	13	-30	14	16	0	i	-4	0	12
C/C(=N\NC(=S)NC1CCCCC1)c1cccc(C(F)(F)F)c1	23	-8	-12	1	-7	8	i	6	-2	0
O=C(Nc1cccnc1)C1CCCN1S(=O)(=O)c1ccc(Cl)c(Cl)c1 (stereo unspecified)	8	-4	-26	20	-6	-1	i	-1	-2	1
Nc1cc2nc[nH]c2cc1N	25	8	-26	-100	28	-2	i	-3	/	-1
O=C(NCc1ccccc1F)c1ccc(S(=O)(=O)Nc2cccc(C(F)(F)F)c2)cc1	31	-9	-13	-13	7	-2	i	-4	-2	5
COc1cccc(N(C(=O)c2snc(C(N)=O)c2N)C(C(=O)NCC2CCCO2)c2c[nH]c3ccccc23)c1 (stereo unspecified)	-7	0	2	4	-1	1	i	0	-2	1
CC(C)CCNC(=O)CN(C(=O)CCC(=O)Nc1nccs1)c1ccc2c(c1)OCCO2	19	-62*	5	-19	-63	-5	i	5	-1	2
Nc1ccc(O)cc1C(=O)OCC(=O)C12CC3CC(CC(C3)C1)C2	/	/	-22	/	/	-5	/	1	0	/
N#Cc1nc(-c2ccccc2)oc1NCCN1CCCCC1	21	2	-68	-3	-2	2	i	3	3	-1
Cc1ccc(-c2cc(-c3ccc4c(c3)OCO4)c(C#N)c(N)n2)o1	39	4	-8	-16	12	-5	i	1	4	-1
Cc1ccc[n+](CC(=O)Nc2cc(C(F)(F)F)ccc2N2CCOCC2)c1	9	-1	0	5	-11	3	i	6	2	3
O=C(NCc1cccnc1)C1c2ccccc2C(=O)N1Cc1ccco1 (stereo unspecified)	2	-1	11	-7	4	-2	i	-1	-6	0
O=C(Oc1ccc(N(Cc2cccs2)C2=NS(=O)(=O)c3ccccc32)cc1)c1ccccc1	33	-2	-26	11	10	-1	i	-4	-4	-3
CSc1nsc(SCC(=O)Nc2ccccc2)n1	/	7	-29	-35	35	1	i	-2	0	/
CCCNC(=O)COC(=O)c1cc(SC)ccc1Cl	44	2	-34	15	1	7	i	-2	-2	1
CC(C)C[C@H](NC(=O)[C@H](Cc1ccccc1)n1c(=O)[nH]c2ccccc2c1=O)C(=O)N1CCC[C@@H]1C(=O)O	31	6	-15	-9	-4	0	i	-2	-3	5
Cc1ccccc1-n1cnc2cc(NCc3cccs3)ccc21	-21	6	-15	-31	13	-4	i	-3	0	3
CCCCn1c(N)c(N(CCOC)C(=O)C2CCN(S(=O)(=O)c3ccc(Cl)cc3)CC2)c(=O)[nH]c1=O	8	-9	-40	7	9	3	i	5	-1	-3
CC(=O)c1cnc(SCC(=O)O)nc1C	21	-11	25	31	-16	-7	i	-8	-1	0
C=C[C@]1(C)C[C@@H](OC(=O)CSCCN(CC)CC)[C@]2(C)C(C)CC[C@]3(CCC(=O)[C@H]32)[C@@H](C)[C@@H]1O (stereo partly specified)	-52&-51	8&-3	/	2&-15	3&-1	/	i	/	0&8	5&-4
COc1cc(NC(=O)C(=O)N2CCN(C)CC2)c(OC)cc1Cl	-17	-4	-2	-10	-1	0	i	7	-4	-1
Cc1cnc(NC(=O)COc2ccccc2)s1	9	27	-169	-142	61*	6	i	8	5	-12
CC1=NN(C(=O)c2csc(C(C)C)c2)C(O)(C(F)(F)F)C1 (stereo unspecified)	23	/	17	5	/	4	i	-4	0	0
CC1(C)CC2CC(C)(CN2C(=O)c2cc(-c3ccccc3O)on2)C1 (stereo unspecified)	28	5	-36	37	32	1	i	2	-1	0
COC(=O)c1cn[nH]c1NC(=S)Nc1ccc(Cl)c(Cl)c1	4	-60*	-147	-101	-67	-3	i	37*	0	-2
Cc1cc(Cl)ccc1NC(=O)Nc1c(C)n(-c2ccccc2)c(=O)n1C	13	-8	-29	21	-7	4	i	1	/	0
CCCn1c(CCc2ccccc2)nnc1SCC(=O)N1CCOCC1	14	-6	-9	17	-9	-4	i	5	-2	-4
COc1ccc2cc(C(=O)NCCCN3CCCC3=O)[nH]c2c1	28	-1	-65	-8	-7	-6	i	-5	-3	0
O=C(c1cccs1)N1CCC(c2nc3c(nnn3Cc3ccccc3)c(=O)[nH]2)CC1	8	-5	-9	1	-7	-3	i	2	0	1
O=C(N/C(=C\c1ccco1)C(=O)N1CCOCC1)c1ccc([N+](=O)[O-])cc1	19	-11	-7	-5	-11	1	i	1	-3	0
CC(C)(C)OC(=O)CN1C(=O)NC2(CCCc3ccccc32)C1=O (stereo unspecified)	4	4	-20	6	-2	-4	i	-2	-4	-1
COc1ccc(N2CC(C(=O)N(CC(C)C)c3c(N)n(Cc4ccccc4)c(=O)[nH]c3=O)CC2=O)c(OC)c1 (stereo unspecified)	/	-4	/	-11	-10	/	i	/	0	/
COC(=O)c1ccc(COC(=O)C(CCS(C)(=O)=O)N2C(=O)c3ccccc3C2=O)cc1 (stereo unspecified)	9	-7	-17	13	-12	0	i	0	-2	1

Retrieved by compound from the list above, five records:
SMILES	AI-2 QS mod	HSF1 inh	KLF5 inhibitor	aSyn UTR inh	HSF1 activator	IEC-6 cytotox	PolyA inhibitor	HSP90 inh	GSK3 alpha inh	GSK3beta inhib
O=C(Nc1cccnc1)C1CCCN1S(=O)(=O)c1ccc(Cl)c(Cl)c1 (stereo unspecified)	8	-4	-26	20	-6	-1	i	-1	-2	1
O=C(N/C(=C\c1ccco1)C(=O)N1CCOCC1)c1ccc([N+](=O)[O-])cc1	19	-11	-7	-5	-11	1	i	1	-3	0
Cc1nn(-c2ccccc2)c(Cl)c1C1C(C#N)=C(N)Oc2n[nH]c(C)c21 (stereo unspecified)	28	7	-7	-9	13	-6	i	0	9	-4
CSc1nsc(SCC(=O)Nc2ccccc2)n1	/	7	-29	-35	35	1	i	-2	0	/
Cc1cnc(NC(=O)COc2ccccc2)s1	9	27	-169	-142	61*	6	i	8	5	-12

Later entries:
SMILES	AI-2 QS mod	HSF1 inh	KLF5 inhibitor	aSyn UTR inh	HSF1 activator	IEC-6 cytotox	PolyA inhibitor	HSP90 inh	GSK3 alpha inh	GSK3beta inhib
CC(C)OC(=O)/C(C#N)=C\c1cccnc1	23	6	-3	3	-16	-2	i	4	-2	-1
COc1ccc(C)cc1COC(=O)c1[nH]c(C)c(C(C)=O)c1C	15	1	-1	11	2	8	i	-2	3	0
Cc1ccc(C)c(-n2c(=O)c(C#N)cc3c(=O)n4ccccc4nc32)c1	5	1	-9	5	0	-2	i	0	3	-1
CCC(C)(C)NC(=O)CN(CC1CCCO1)C(=O)CNS(=O)(=O)c1ccccc1 (stereo unspecified)	8	1	-28	-1	7	-4	i	-2	3	1
CCc1nn(CCCC(=O)N(C)Cc2ccccc2)c(=O)c2cc3occc3n12	15	0	-29	10	-14	0	i	3	-8	2
